# Assay outcomes (PubChem)
# T cruzi HTS: inhibitors of intracellular Trypanosoma cruzi, primary screen, cell-based, plate reader, single point, set 2; activity score (inhibition), % at 5.01 µM; hit rate 4.9% among 22,000; AID 651903, 2012; intracellular Trypanosoma cruzi in host cells; in the data active means activity score above about 55%;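 further: parasites and compound incubated about four days before reading; 0% = median of neutral control wells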
# INS-1E ATP HTS: protection of INS-1E cells from cytokine death, primary screen, ATP luminescence, single point; hit rate 0.1% among 20,000; INS-1E cytokine-induced death, 48 h; normalised: neutral wells 0, positive control 100; protection from cytokine-induced ATP loss, % at 10 µM;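 active means mean replicate protection from cytokine-induced ATP loss at least 50% and at least 75% of replicates each reaching 50%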
#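 assay system = INS-1E rat insulinoma cells | amount = 8000 cells per well | medium = phenol-red-free RPMI with 5% fetal bovine serum | doses = one compound concentration, pin transfer | timing = 48 h cytokine plus compound treatment, 10 min reagent incubation | also added = IL-1β, TNF-α and IFN-γ cytokine mix | signal = CellTiter-Glo luminescence measuring cellular ATP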
# Active calls of the source: *; . = not tested or not shown. Some of the compounds tested; the hit share may differ from the screen's.
1: C[C@H](CO)N1C[C@H](C)[C@H](CN(C)C(=O)Oc2cccc3ccccc23)OCc2cnnn2CCCC1=O
- T cruzi HTS: -5
- INS-1E ATP HTS: .
2: C[C@H]1CN([C@@H](C)CO)C(=O)CCCn2nncc2CO[C@H]1CN(C)C(=O)Oc1cccc2ccccc12
- T cruzi HTS: 14
- INS-1E ATP HTS: .
3: C[C@@H]1CN([C@@H](C)CO)C(=O)CCCn2cc(nn2)CO[C@@H]1CN(C)C(=O)Oc1cccc2ccccc12
- T cruzi HTS: -17
- INS-1E ATP HTS: .
4: C[C@H](CO)N1C[C@H](C)[C@H](CN(C)C(=O)Oc2cccc3ccccc23)OCc2cn(nn2)CCCC1=O
- T cruzi HTS: -3
- INS-1E ATP HTS: .
5: C[C@H]1CN([C@@H](C)CO)C(=O)CCCn2cc(nn2)CO[C@H]1CN(C)C(=O)Oc1cccc2ccccc12
- T cruzi HTS: -15
- INS-1E ATP HTS: .
6: C[C@H]1CN([C@@H](C)CO)C(=O)CCCn2nncc2CO[C@@H]1CN(C)C(=O)Oc1ccccc1
- T cruzi HTS: -19
- INS-1E ATP HTS: 5
7: C[C@@H]1CN([C@H](C)CO)C(=O)CCCn2nncc2CO[C@@H]1CN(C)C(=O)Oc1ccccc1
- T cruzi HTS: -20
- INS-1E ATP HTS: 5
